PTHR1 ag: activates the human parathyroid hormone receptor PTHR1 | Q03431 | Potency, µM (top dose mostly 115 µM), for inactives: at the top dose activation, actives largely listed as activators | HEK293 GP2 PTHR1 cells, GloSensor cAMP luminescence, 1 h | actives 0.075% (n = 410,000) | AID 743266; further: potency means the concentration at half of the fitted maximal effect; nearly all actives have a fitted effect of over 55% in size; some results filed as inactive show a strong effect at the top dose; inactives centre near -15; many of its hits are not listed in these tables
Target sequence (Q03431 whole entry, looked up): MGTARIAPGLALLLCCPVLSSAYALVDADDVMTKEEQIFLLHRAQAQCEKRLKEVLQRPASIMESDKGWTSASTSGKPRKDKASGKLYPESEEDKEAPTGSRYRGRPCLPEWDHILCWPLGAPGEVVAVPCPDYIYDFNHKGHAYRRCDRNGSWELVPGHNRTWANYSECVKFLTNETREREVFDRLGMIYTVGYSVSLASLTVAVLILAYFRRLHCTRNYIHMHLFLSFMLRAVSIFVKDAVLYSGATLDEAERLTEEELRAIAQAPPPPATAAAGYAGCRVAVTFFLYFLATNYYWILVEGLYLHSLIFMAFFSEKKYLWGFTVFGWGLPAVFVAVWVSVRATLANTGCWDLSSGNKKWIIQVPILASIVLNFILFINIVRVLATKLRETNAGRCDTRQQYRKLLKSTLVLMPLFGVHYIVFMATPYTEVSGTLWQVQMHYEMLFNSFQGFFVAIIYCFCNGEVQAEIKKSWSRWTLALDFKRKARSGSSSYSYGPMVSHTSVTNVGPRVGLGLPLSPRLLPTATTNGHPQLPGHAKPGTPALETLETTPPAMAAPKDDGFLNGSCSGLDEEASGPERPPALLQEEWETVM
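HEK-293-derived GP2 cells expressing PTHR1 and a GloSensor cAMP reporter, 3,000/well, plated overnight, given luciferin plus IBMX (each 0.5 mM as added) for 1 h at 37 °C, then compound for 1 h at 37 °C. Luminescence was read after 15 min at room temperature.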
FUS yeast rescue: rescues growth of FUS-expressing yeast | actives 0.24% (n = 390,000) | S. cerevisiae FUS-expressing, growth rescue, OD600, 24 h | AID 1347120 | Potency, µM (titrated, usually from 76.6 µM), without a hit: top-dose growth rescue (activation), usual class: activators;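 further: potency means the concentration at half of the fitted maximal effect; plate controls were DMSO vehicle for no effect and reference control for full effect; nearly all actives have a fitted effect of over 55% in size; some results filed as inactive show a strong effect at the top dose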
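Toxicity suppression screen in FUS-yeast. Cells induced with 2% galactose, starting OD 0.005, treated 24hr at 30C with compounds at multiple final concentrations; growth by OD600.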
Mm-Cpn inhibitor: M. maripaludis TRiC chaperonin inhibition. actives 0.031% (n = 330,000). purified Mm-Cpn ATPase, ADP Transcreener TR-FRET. Potency, µM (highest dose often 76.9 µM), for inactives: at the top dose activity, negative = inhibition, actives largely listed as inhibitors. AID 504842; further: potency means the concentration at half of the fitted maximal effect; on the % scale 0 is the no-effect control and ±100 the full control effect; nearly all actives have a fitted effect of over 80% in size
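TR-FRET (320 nm excitation; 590 and 665 nm emission) reports ADP made from 10 uM ATP by 25 nM enzyme; compounds were preincubated 10 min, reaction run 30 min, both at 37°C.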
GLP1R cytotox: cytotoxicity counter-screen for GLP-1 receptor inverse agonists; HEK293 cAMP-luciferase reporter cells, luminescence, 24 h; Potency, µM (top dose mostly 38.3 µM), for the others: top-dose activity change, negative = inhibition, most hits filed as inhibitors; actives 0.13% (n = 410,000); AID 624418;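 further: loss of luciferase light is scored as toxicity; potency means the concentration at half of the fitted maximal effect; on the % scale 0 is the no-effect control and ±100 the full control effect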
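MLSMR compounds, 24 hr on cells at 37 deg C/5% CO2; luminescence after luciferase reagent (12 min RT). Inhibition counted as the undesired cytotoxic outcome.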
Abeta rescue: restores growth of yeast expressing A-beta42 peptide. yeast expressing A-beta42, growth rescue, OD600, 48 h; response scale: 0% DMSO, 100% iron-clioquinol control. Potency, µM (highest dose often 46.1 µM), inactives show at the highest dose growth rescue, actives largely listed as activators. actives 0.063% (n = 410,000). AID 1347071; further: potency means the concentration at half of the fitted maximal effect; nearly all actives have a fitted effect of over 55% in size
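Yeast A-beta toxicity model in growth medium with pinned compounds, 48 h at 30 C; growth read as absorbance at 600 nm. Normalized to FeCl3/clioquinol equimolar mix (positive) and DMSO (negative).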
aSyn yeast inh: alpha-synuclein toxicity inhibition in yeast; Yeast expressing alpha-synuclein, growth rescue, BacTiter-Glo, 24 h; AID 652106; actives 0.14% (n = 370,000); Potency, µM (series often up to 46.1 µM), for the others: top-dose growth rescue (activation), hits mostly activators; further: potency means the concentration at half of the fitted maximal effect; % of control where 0% means no effect; nearly all actives have a fitted effect of over 65% in size
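Galactose-induced alpha-syn yeast (OD600=0.02, raffinose-pregrown) + pinned cpd, 24 hr, 30 deg C; growth by BacTiter-Glo luminescence. Growth restoration scores as activation.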
TDP-43 yeast inh: rescues yeast growth from TDP-43 toxicity. AID 652104. Potency, µM (titrated, usually from 46.1 µM), for inactives: at the top dose growth rescue (activation), actives largely listed as activators. TDP-43 expressing yeast growth rescue, BacTiter-Glo, 24 h. actives 1.8% (n = 410,000); further: potency means the concentration at half of the fitted maximal effect; % of control where 0% means no effect; nearly all actives have a fitted effect of over 50% in size
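In this qHTS, compounds that restore growth of yeast expressing TDP-43 appear as activators. Cells (OD600=0.02, galactose medium, raffinose-pregrown) are incubated with compound 24 hr at 30 deg C and growth is quantified by BacTiter-Glo.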
GLP-1R inv ag: GLP-1 receptor (human) inverse agonism | P43220 | HEK293 GLP-1R CRE-luciferase, luminescence, 24 h; GLP-1R form is constitutively active | Potency, µM (titrated, usually from 38.3 µM), without a hit: top-dose activity change, negative = inhibition, actives largely listed as inhibitors | actives 1.6% (n = 410,000) | AID 624417; further: potency means the concentration at half of the fitted maximal effect; on the % scale 0 is the no-effect control and ±100 the full control effect; nearly all actives have a fitted effect of over 55% in size
Target sequence (P43220 whole entry, looked up): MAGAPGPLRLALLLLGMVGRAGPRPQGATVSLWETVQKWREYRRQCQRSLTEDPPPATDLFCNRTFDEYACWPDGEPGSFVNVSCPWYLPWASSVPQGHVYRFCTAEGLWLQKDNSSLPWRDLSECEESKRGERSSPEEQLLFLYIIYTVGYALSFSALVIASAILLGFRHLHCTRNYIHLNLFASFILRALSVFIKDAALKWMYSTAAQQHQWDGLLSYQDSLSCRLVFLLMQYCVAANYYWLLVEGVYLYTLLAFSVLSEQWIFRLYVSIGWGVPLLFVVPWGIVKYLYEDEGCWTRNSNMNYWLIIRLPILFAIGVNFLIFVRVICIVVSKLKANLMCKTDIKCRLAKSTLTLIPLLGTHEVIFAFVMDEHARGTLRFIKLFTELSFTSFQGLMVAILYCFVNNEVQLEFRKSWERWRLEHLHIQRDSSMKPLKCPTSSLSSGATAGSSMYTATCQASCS
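HEK293 cells stably co-expressing a cAMP-responsive luciferase reporter and constitutively active GLP-1R were seeded, incubated 12 h, then exposed to compounds for 24 h at 37 C. Luminescence was read 12 min after detection reagent; inverse agonists lower signal.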
Akt phos inh: blocks phosphorylation of Akt. actives 0.32% (n = 360,000). Neuro2A IGF-stimulated pAkt S473 HTRF, 20 min; stronger effect = lower value. activity change, % for hits at 50 µM; in the data active means activity change below about -80%; inconclusive means mostly about -51% to -80%; further: on the % scale 0 is the no-effect control and ±100 the full control effect
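Neuro2A cells (4,500/well, DMEM with 0.5% FBS) were treated with compound at a single 50 µM final concentration, stimulated with 6 nM IGF for 20 min at 37 °C, and lysed. Phospho-Akt Ser473 was read by HTRF as 665/615 ratio ×10^4.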
* = called active by the depositor; i = inactive; ? = inconclusive; · = not tested or not shown; [ ] = dose if it differs, or a comment. Unless noted, the call rests on the fitted dose curve; in most records, active means well fitted curve in the direction sought with a large enough effect; inconclusive means small, poorly fitted or top-dose-only effect, or another doubt; inactive means no such curve, though single readings can be large; an effect the other way counts as inactive or inconclusive.

SMILES	PTHR1 ag	FUS yeast rescue	Mm-Cpn inhibitor	GLP1R cytotox	Abeta rescue	aSyn yeast inh	TDP-43 yeast inh	GLP-1R inv ag	Akt phos inh
CC(NC(=O)CSc1nnc(-c2cccnc2)n1N)c1ccccc1 (stereo not given)	i	4%	-4%	1%	-4%	-1%	5%[9.22 µM]	11%	i
O=C(COc1cc(O)c2c(=O)cc(-c3ccccc3)oc2c1)c1ccc(F)cc1	i	8%	-1%	-2%	6%	0%	-15%	0%	·
COc1cccc(NC(=O)CCN2C(=O)c3ccccc3S2(=O)=O)c1	i	17%	2%	1%	-4%	-1%	-6%	1%	i
CCOc1ccc2c3c(c(=O)oc2c1OCC)CCCC3	-3%	3%	-2%	-7%	-19%	-2%	22µM*	0%	i
O=C1NC[C@H](CCCCN2CCN(CCc3ccccc3)C(=O)C2=O)N(CC2CCCCC2)C1=O	i	1%	·	5%	-3%	-2%	14%	5%	i
CC(C)(C)c1nnc(NC(=O)C2CCN(c3ncccn3)CC2)s1	i	16%	-6%	3%	6%	5%	-8%	56%[activator]	i
COc1cccc(NC(=O)Cn2nnc(-c3nc(-c4ccccc4)no3)c2N)c1	?	13%	·	1%	-20%	·	9%	16%	·
CC1CCN(C(=O)CN2CC(C)Sc3ccccc32)CC1 (stereo not given)	i	37%	·	-13%	8%	·	?	?	·
CC(C)c1ccc(NC(=O)C2CCC(CNC(=O)[C@@H]3Cc4ccccc4CN3)CC2)cc1 (stereo not given in full)	-18%	39%	-2%	-13%	26%	5%	7%	-29%	i
Cc1ccc(S(=O)(=O)N2CCC(C(=O)NC3CCCCC3C)CC2)cc1 (stereo not given)	-5%	-1%	0%	-5%	-6%	-9%	-15%	7%	i
Cc1ccc(C(=O)NCC(=O)N2CCCN(S(=O)(=O)c3ccc(C)cc3)CC2)cc1	-27%	3%	1%	5%	14%	-8%	-11%	-28%	i
CCN(Cc1ccccc1)C(=O)CN1C(=O)c2ccccc2S1(=O)=O	-9%	-6%	-4%	6%	27%	4%	21%	-2%	i
CN(C)C(=O)CNc1ccn2nc(-c3cccc(Cl)c3)cc2n1	-32%	6%	·	13%	-11%	0%	?	2%	i
CN1C(=O)C(C)(C)c2cc(S(=O)(=O)N(C)Cc3ccccc3)ccc21	-11%	-28%	1%	1%	2%	-9%	7%	11%	i
CC1CCN(C(=O)c2[nH]cnc2C(=O)Nc2ccc(Cl)cc2)CC1	i	2%	1%	10%	3%	3%	23%	?	i
CCC(C(=O)O/N=C(\N)c1cccc(C)c1)c1ccccc1 (stereo not given)	-8%[57.5 µM]	-8%	-1%	48%[activator]	-2%	-15%	3%	?	i
CCCCN1CC(COCc2ccccc2)Oc2ccccc2S1(=O)=O (stereo not given)	-24%	6%	-30%	15%	2%	2%	-3%	11µM*	i
O=C(Nc1cc(Cl)ccc1Cl)c1ccc(OC(=O)c2ccco2)cc1	-5%[57.5 µM]	9%	-1%	2%	-6%	-9%	-9%	0%	i
NC(=O)c1cnn2c(-c3cccc(C(F)(F)F)c3)ccnc12	i	14%	-5%	7%	-12%	-6%	7%	10%	i
COc1ccc(OC)c(-c2cc(-c3cccnc3)nc(N)c2C#N)c1	i	20%	-7%	?	-4%	-2%	-1%	-11%	i
CC(C)(C)c1ccc(C(=O)/C(C#N)=C/c2cccs2)cc1	-40%[inhibitor]	15%	-6%	-5%	15%	13%	23%	1%	i
COc1ccccc1CCC(=O)Nc1cc(S(=O)(=O)N2CCOCC2)ccc1N1CCCC1	i	22%	0%	-4%	5%	2%	-24%	34%[activator]	i
Cc1cc(C)cc(OCCCC(=O)O)c1	i	-34%	2%	0%	11%[9.22 µM]	14%	?	-9%	-106%*
O=C(c1ccc(F)cc1)n1c(=S)nc2ccccn21	-1%	-19%	-2%	-2%	-9%	-13%	22%	11%	i
O=C(Nc1ccccc1)N(Cc1ccc(Cl)cc1)CC(O)C(F)(F)F (stereo not given)	i	-23%	-3%	-19%	12%	14%	17%	10µM*	i
COc1ccc(C2(C)NC(=O)N(CC(=O)NCCC3=CCCCC3)C2=O)cc1OC (stereo not given)	-21%[57.5 µM]	3%	2%	3%	-16%	1%	-11%	7%	i
Cc1[nH]c(=O)[nH]c(=O)c1S(=O)(=O)Nc1ccc(F)cc1F	-16%	-34%	0%	-7%	12%	-1%	8%	7%	i
CC(=O)Nc1ccccc1NC(=O)c1cccc2ccccc12	-13%	·	0%	2%	-3%	-3%	6%	9%	i
Cc1cc2oc(C(=O)Nc3sc4c(c3C(=O)NCC3CCCO3)CCCC4)cc(=O)c2cc1C (stereo not given)	-18%	13%	·	22%	-4%	·	19%	12%	·
CC(=O)c1ccc(NC(=O)CCc2c(C)nc3cc(-c4ccc(Cl)cc4)nn3c2C)cc1	-4%	-18%	·	4%	-15%	·	1%	3%	·

6 records drawn at random from the list so far, as already listed:
SMILES	PTHR1 ag	FUS yeast rescue	Mm-Cpn inhibitor	GLP1R cytotox	Abeta rescue	aSyn yeast inh	TDP-43 yeast inh	GLP-1R inv ag	Akt phos inh
COc1ccccc1CCC(=O)Nc1cc(S(=O)(=O)N2CCOCC2)ccc1N1CCCC1	i	22%	0%	-4%	5%	2%	-24%	34%[activator]	i
Cc1[nH]c(=O)[nH]c(=O)c1S(=O)(=O)Nc1ccc(F)cc1F	-16%	-34%	0%	-7%	12%	-1%	8%	7%	i
Cc1cc(C)cc(OCCCC(=O)O)c1	i	-34%	2%	0%	11%[9.22 µM]	14%	?	-9%	-106%*
Cc1cc2oc(C(=O)Nc3sc4c(c3C(=O)NCC3CCCO3)CCCC4)cc(=O)c2cc1C (stereo not given)	-18%	13%	·	22%	-4%	·	19%	12%	·
CC(C)(C)c1ccc(C(=O)/C(C#N)=C/c2cccs2)cc1	-40%[inhibitor]	15%	-6%	-5%	15%	13%	23%	1%	i
O=C(c1ccc(F)cc1)n1c(=S)nc2ccccn21	-1%	-19%	-2%	-2%	-9%	-13%	22%	11%	i

Arranged by number of heavy atoms (rising): some entries from above
SMILES	PTHR1 ag	FUS yeast rescue	Mm-Cpn inhibitor	GLP1R cytotox	Abeta rescue	aSyn yeast inh	TDP-43 yeast inh	GLP-1R inv ag	Akt phos inh
Cc1cc(C)cc(OCCCC(=O)O)c1	i	-34%	2%	0%	11%[9.22 µM]	14%	?	-9%	-106%*
O=C(c1ccc(F)cc1)n1c(=S)nc2ccccn21	-1%	-19%	-2%	-2%	-9%	-13%	22%	11%	i
O=C(Nc1ccccc1)N(Cc1ccc(Cl)cc1)CC(O)C(F)(F)F (stereo not given)	i	-23%	-3%	-19%	12%	14%	17%	10µM*	i

Other results follow:
SMILES	PTHR1 ag	FUS yeast rescue	Mm-Cpn inhibitor	GLP1R cytotox	Abeta rescue	aSyn yeast inh	TDP-43 yeast inh	GLP-1R inv ag	Akt phos inh
COc1ccc(C2NC(=O)C(C#N)=C(S)N2c2cccc(C)c2)cc1OC (stereo not given)	-7%	14%	-4%	8%	-7%	-1%	0%	1%	i
CC(C)CC(C(=O)NCC1CCCO1)N(C(=O)Cn1nnc(-c2ccc(F)cc2)n1)c1cccc(C(F)(F)F)c1 (stereo not given)	-4%	21%	0%	6%	13%	·	-15%	-7%	·
Cc1ccc(C(=O)Oc2ccccc2N2CCOCC2)cc1	-23%	-8%	2%	-10%	14%	18%	4%	-27%	i
C[C@@H]1CN([C@@H](C)CO)S(=O)(=O)c2ccc(Br)cc2O[C@H]1CN(C)C(=O)c1ccccc1F	-21%	13%	·	-5%	-5%	-3%	5%	-16%	i
Cc1ccc(S(=O)(=O)c2cc3ccccc3nc2N)cc1	-6%	-2%	2%	5%	5%	8%	0%	-9%	i
CCc1ccc(NC(=O)c2sc3ncnc(N(C)C4CCCCC4)c3c2C)cc1	i	44%	·	6%	5%	·	?	?	·
CCCCN1C(=O)C(CC(=O)NC2CCCC2)CC(C(=O)N(C)C)=C1C (stereo not given)	-14%	1%	·	1%	1%	-4%	27%	14%	i
CCCc1c(O)nc(SCC(=O)N2CCCCC2)[nH]c1=O	i	2%	-1%	-14%	-9%	0%	2%	10%	i
O=C(Nc1ccc2c(c1)OCCO2)C1CCCN1S(=O)(=O)c1cccc2cccnc12 (stereo not given)	-13%	1%	?	4%	1%	12%	13%	50%[activator]	i
COc1c(Cl)cc(-c2noc(C)c2C(=O)NCc2ccccc2)cc1Cl	i	-15%	2%	1%	3%	5%	18%	-8%	i
CC(C)(C)CC(=O)O/N=C(\N)c1ccccn1	-8%	-11%	1%	-8%	4%	-1%	17%	?	i
COc1ccc(-c2cc(C(=O)Nc3ccccc3N3CCOCC3)c3ccccc3n2)cc1OC	-30%[inhibitor]	16%	0%	-1%	-1%	3%	25%	-25%	i
COCCN(C(=O)COC(=O)/C=C/c1ccc(OC)c(OC)c1)c1c(N)n(Cc2ccccc2)c(=O)[nH]c1=O	i	34%	-2%	-4%	3%	-2%	14%	15%	i
CCOC(=O)CSCC(=O)N1CCC(Cc2ccccc2)CC1	-14%	3%	-1%	7%	12%	5%	?	?	i
Cc1nc(-n2nc(C)c(Cc3ccc4c(c3)OCO4)c2C)sc1C(=O)Nc1cccc(Cl)c1	i	13%	·	1%	-14%	·	1%	-9%	·

Screens as filed in PubChem.

A portion of the library; count on the stated rates, not on these rows.
